Vc quorum ag: quorum light induction in luxS cqsA deficient V. cholerae; activation, % at 18.7 µM; V. cholerae BH1578 lux reporter, luminescence, 6 h; AID 588436; actives 0.16% (n = 350,000); in the data active = activation mostly above about 9.7%, no sharp cut-off; inconclusive = no clear call, values can overlap the other calls; inactive = mostly below about 3.7%; also: not every result past the cut was called active; inactives centre near 0; reference of the scale not given here
TcdB GH inh: TcdB glycohydrolase inhibition; P18177; TcdB glycohydrolase enzymatic assay, plate reader; inhibition, % at 9.99 µM; actives 0.24% (n = 350,000); in the data active = inhibition above about 10%
Target sequence (P18177 whole entry, looked up): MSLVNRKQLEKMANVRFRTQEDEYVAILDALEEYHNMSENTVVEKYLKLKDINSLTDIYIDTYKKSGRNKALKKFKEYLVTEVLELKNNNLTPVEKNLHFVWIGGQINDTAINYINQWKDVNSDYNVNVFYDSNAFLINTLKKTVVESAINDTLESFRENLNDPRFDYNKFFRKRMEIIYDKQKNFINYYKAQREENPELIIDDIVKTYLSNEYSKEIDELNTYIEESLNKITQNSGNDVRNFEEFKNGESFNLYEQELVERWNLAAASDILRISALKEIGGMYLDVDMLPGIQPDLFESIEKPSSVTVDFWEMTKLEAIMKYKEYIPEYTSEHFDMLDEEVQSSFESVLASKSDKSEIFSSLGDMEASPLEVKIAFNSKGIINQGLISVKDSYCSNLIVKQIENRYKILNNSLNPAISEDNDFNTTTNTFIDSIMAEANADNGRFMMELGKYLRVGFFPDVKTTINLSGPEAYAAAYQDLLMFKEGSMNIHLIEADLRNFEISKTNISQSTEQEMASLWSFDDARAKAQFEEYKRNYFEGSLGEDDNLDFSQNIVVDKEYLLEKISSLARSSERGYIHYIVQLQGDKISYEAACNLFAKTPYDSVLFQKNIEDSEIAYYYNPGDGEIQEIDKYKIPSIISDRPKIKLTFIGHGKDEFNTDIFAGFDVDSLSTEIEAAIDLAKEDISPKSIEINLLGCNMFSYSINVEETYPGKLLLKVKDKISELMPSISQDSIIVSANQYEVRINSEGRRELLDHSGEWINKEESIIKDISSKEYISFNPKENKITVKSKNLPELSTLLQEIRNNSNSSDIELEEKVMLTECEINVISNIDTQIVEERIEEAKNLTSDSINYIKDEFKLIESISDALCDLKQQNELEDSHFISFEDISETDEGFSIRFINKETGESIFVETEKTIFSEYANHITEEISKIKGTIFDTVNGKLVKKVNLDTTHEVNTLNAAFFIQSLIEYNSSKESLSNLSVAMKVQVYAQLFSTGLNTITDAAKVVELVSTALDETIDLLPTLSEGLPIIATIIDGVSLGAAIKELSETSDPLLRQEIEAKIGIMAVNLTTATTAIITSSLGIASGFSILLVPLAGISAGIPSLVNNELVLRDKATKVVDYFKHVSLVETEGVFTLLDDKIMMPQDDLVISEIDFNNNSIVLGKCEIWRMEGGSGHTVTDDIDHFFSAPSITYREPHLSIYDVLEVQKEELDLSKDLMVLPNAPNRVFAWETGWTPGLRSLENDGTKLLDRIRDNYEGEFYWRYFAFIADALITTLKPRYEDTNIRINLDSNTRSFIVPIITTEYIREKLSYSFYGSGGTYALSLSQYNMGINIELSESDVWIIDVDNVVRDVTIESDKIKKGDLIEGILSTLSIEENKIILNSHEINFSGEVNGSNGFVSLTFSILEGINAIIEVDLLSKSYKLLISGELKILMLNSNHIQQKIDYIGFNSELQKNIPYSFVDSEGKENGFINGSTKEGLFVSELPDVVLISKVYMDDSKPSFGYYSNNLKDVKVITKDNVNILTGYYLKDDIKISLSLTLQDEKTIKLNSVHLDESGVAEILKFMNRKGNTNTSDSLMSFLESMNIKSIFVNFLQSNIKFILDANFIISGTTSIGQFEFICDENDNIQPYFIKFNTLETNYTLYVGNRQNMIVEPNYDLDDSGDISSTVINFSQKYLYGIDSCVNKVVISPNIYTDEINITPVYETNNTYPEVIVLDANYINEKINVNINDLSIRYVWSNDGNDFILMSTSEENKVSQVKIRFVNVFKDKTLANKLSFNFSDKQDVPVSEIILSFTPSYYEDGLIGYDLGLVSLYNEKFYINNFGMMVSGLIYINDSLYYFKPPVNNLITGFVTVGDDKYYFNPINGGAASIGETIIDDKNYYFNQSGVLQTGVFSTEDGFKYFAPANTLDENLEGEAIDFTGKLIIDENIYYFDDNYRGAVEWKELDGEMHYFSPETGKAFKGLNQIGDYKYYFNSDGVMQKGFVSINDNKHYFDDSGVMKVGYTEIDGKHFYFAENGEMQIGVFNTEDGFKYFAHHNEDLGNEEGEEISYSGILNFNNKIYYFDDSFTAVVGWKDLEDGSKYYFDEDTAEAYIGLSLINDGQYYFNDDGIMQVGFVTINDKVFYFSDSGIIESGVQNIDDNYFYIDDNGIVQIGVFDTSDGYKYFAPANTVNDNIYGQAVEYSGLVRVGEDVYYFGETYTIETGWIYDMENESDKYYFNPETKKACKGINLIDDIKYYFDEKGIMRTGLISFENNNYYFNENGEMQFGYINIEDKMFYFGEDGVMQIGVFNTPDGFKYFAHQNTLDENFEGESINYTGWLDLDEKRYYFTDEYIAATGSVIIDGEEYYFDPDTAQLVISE
SSB-PriA inh: inhibitors of Klebsiella pneumoniae PriA binding to SSB C-terminal tail. AlphaScreen SSBct-PriA binding, biotinylated peptide. inhibition, % at 33 µM. actives 0.6% (n = 430,000); in the data active = inhibition mostly above about 37%, no sharp cut-off; inactive = mostly below about 20%;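 also: plate controls were negative control peptide for no effect and reference peptide for full effect; strong numbers were not always called active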
DUSP3 inh: DUSP3 (human) phosphatase inhibition; P51452; AID 1654; recombinant VHR phosphatase, pNPP absorbance; inhibition, % at 13.3 µM; actives 0.52% (n = 290,000); in the data active = inhibition above about 50%; also: some compounds called inactive have numbers as strong as hits
PfHsp40 rescue: restores yeast growth despite PfHsp40 toxicity; S. cerevisiae expressing PfHsp40, growth rescue, ATP luminescence; growth rescue, % at 12.5 µM; actives 0.68% (n = 340,000); in the data active = growth rescue above about 28%, passing the limit was not always enough; inconclusive = no clear call, values can overlap the other calls;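 also: yeast W303a lacking pdr1 and pdr3 grown in galactose medium; growth measured after three days at 30 °C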
MazF activator: activators of E. coli MazEF toxin-antitoxin RNase | FAM/BHQ RNA-DNA oligo cleavage fluorescence, 5 h | actives 0.32% (n = 350,000) | P0AE70 | activation, % at 20 µM; in the data active = activation above about 50%
Rv3671c protease: inhibits the M. tuberculosis serine protease Rv3671c; P9WHR9; inhibition, % at 5.96 µM; actives 0.048% (n = 320,000); in the data active = inhibition above about 38%;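 also: extracellular domain of Rv3671c used as enzyme; 0% = enzyme with DMSO and 100% = no enzyme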
Anthrax LF inh2: inhibitors of Bacillus anthracis lethal factor protease; inhibition, % at 10 µM; P15917; actives 0.12% (n = 360,000); multiplex microsphere protease cleavage assay, LF; in the data active = inhibition above about 30%; inconclusive = no clear call, values can overlap the other calls; also: plate controls were buffer without enzyme for full effect and enzyme alone for no effect
Yp Topo-I inh: blocks Yersinia pestis topoisomerase I activity; actives 0.064% (n = 360,000); AID 504884; Y. pestis Topo-I cleavage product accumulation, plate reader; activity, % at 10 µM; in the data active = activity above about 50%, passing the limit was not always enough; inconclusive = no clear call, values can overlap the other calls; also: inactives centre near 2
SARS 3CLpro inh: SARS-CoV 3CLpro protease inhibition | P0C6X7 | inhibition, % at 6 µM | recombinant SARS-CoV 3CLpro, quenched FRET peptide cleavage | AID 1706 | actives 0.14% (n = 290,000); in the data active = inhibition above about 12%
* marks the source's active call; other numbers are inactive results; i = inactive; ? = inconclusive; / = not tested or not shown. The list is partial; count on the stated rates, not on these rows.

SMILES	Vc quorum ag	TcdB GH inh	SSB-PriA inh	DUSP3 inh	PfHsp40 rescue	MazF activator	Rv3671c protease	Anthrax LF inh2	Yp Topo-I inh	SARS 3CLpro inh
CCOC(=O)c1nnn(-c2nonc2N)c1-c1ccc(Br)cc1	i	5.2	3	16	4.4	4	4	-8	7	-2
NC(=O)[C@@H]1CCOc2c(F)cc([N+](=O)[O-])cc2C(=O)N[C@@H](CO)C(=O)NCC(=O)N1	-0.3	1.4	-4	0	-0.9	6	-1	1	24	1
CCn1cc(CN2N=C(C)CC2c2ccccc2)c(C)n1 (stereo not given)	0.3	0.8	-6	12	1.6	-16	1	-1	12	0
CN1CCN(C(=O)O[C@H]2c3nccnc3C(=O)N2c2ccc(Cl)cn2)CC1	-1.1	0.3	2	13	1.1	1	10	-9	-2	-6
Cc1cc(NC(=O)CSC2=NS(=O)(=O)c3ccccc3N2)no1	4.0	0.9	-10	/	0.9	6	-10	4	13	/
CC(C)CCOc1cccc(C2c3c(oc4ccccc4c3=O)C(=O)N2CCCN2CCOCC2)c1 (stereo not given)	-1.4	0.9	0	/	-1.3	6	/	-1	8	/
O=c1[nH]cnc2c1nnn2C1OC(CO)C(O)C1O (stereo not given)	-0.1	0.4	/	/	/	/	/	4	3	/
CCc1nnc(NC(=O)c2cccc(S(=O)(=O)N3CCN(C)CC3)c2)s1	-0.6	0.6	/	/	/	10	/	-2	-10	/
COc1cccc2cc(-c3nnc(SCC(=O)NCCc4ccccc4)n3C)oc12	i	/	-13	37	-1.1	-16	-2	0	5	2
O=C(NCCOC(=O)c1ccccc1C(=O)OCCNC(=O)c1cccnc1)c1cccnc1	i	/	-10	37	3.1	1	-7	-12	-10	3
Cn1c(CNC(=O)c2ccccc2F)nnc1SCc1ccc(Cl)cc1	i	1.6	8	25	-1.0	31	-1	-2	-7	4
CC(C)C(=O)N1CCN(CCN2C(=O)c3cccc4cccc(c34)C2=O)CC1	-1.4	1.5	-17	2	-1.3	3	/	2	3	-1

Brought forward from above: three entries, followed by the next part.
SMILES	Vc quorum ag	TcdB GH inh	SSB-PriA inh	DUSP3 inh	PfHsp40 rescue	MazF activator	Rv3671c protease	Anthrax LF inh2	Yp Topo-I inh	SARS 3CLpro inh
O=C(NCCOC(=O)c1ccccc1C(=O)OCCNC(=O)c1cccnc1)c1cccnc1	i	/	-10	37	3.1	1	-7	-12	-10	3
Cn1c(CNC(=O)c2ccccc2F)nnc1SCc1ccc(Cl)cc1	i	1.6	8	25	-1.0	31	-1	-2	-7	4
CC(C)C(=O)N1CCN(CCN2C(=O)c3cccc4cccc(c34)C2=O)CC1	-1.4	1.5	-17	2	-1.3	3	/	2	3	-1
CCOc1cccc(C(=O)NC(=S)Nc2ccc(N3CCCC3)cc2)c1	i	/	37	-4	-1.3	6	7	-10	-1	5
Cc1nnc2sc(-c3ccccn3)nn12	-0.5	/	1	4	-1.2	2	-2	6	1	-2
CCOc1ccc(NC(=O)C2CCCN(c3nn4c(=O)cc(C)nc4s3)C2)cc1 (stereo not given)	-0.4	1.5	-6	-10	2.5	11	-2	2	-5	1
O=C(NCc1ccco1)/C(=C/c1ccccc1)NC(=O)c1ccco1	-0.4	-0.1	-1	20	-1.1	13	-6	-1	-4	-1
CNc1ccc(/C=C2\COc3ccccc3C2=O)cc1[N+](=O)[O-]	-0.7	/	-5	-2	-0.1	31	0	-2	-1	6
Cc1c(-n2c(SCC(N)=O)nc3ccccc3c2=O)c(=O)n(-c2ccccc2)n1C	0.4	0.2	-3	24	0.7	2	-2	-4	-2	-1
Cn1cccc1/C=C1\C(=O)NC(=O)N(Cc2ccccc2Cl)C1=O	-0.1	1.0	4	-3	0.6	6	/	-2	0	-1
Cc1ccc(NC(=O)CCSc2nc(C)cc(C)n2)cc1	-5.0	/	3	24	-1.5	4	-4	/	1	5
Nc1nnc(SCC(=O)NC2CCCCCC2)s1	-1.2	1.3	-21	/	-0.4	-7	-1	4	-6	/
CCCCCC(=O)Nc1ccc(-c2csc(N)n2)cc1	-0.3	1.3	-4	4	-0.3	7	8	-5	-4	-4
COC(=O)COc1ccc(/C=N/NS(=O)(=O)c2ccccc2)cc1	2.4	0.2	/	46	-0.5	6	-3	-8	-1	0
CC1=NN(CCC#N)C(=O)/C1=C/c1ccc(N(C)C)cc1	i	1.9	2	60*	0.6	-52	-11	-8	3	-4
CCOc1ccc(NC(=O)CN(C)C(=O)c2ccc(OCC3CCCO3)cc2)cc1OCC (stereo not given)	-0.3	0.3	1	-6	0.5	5	-2	-2	16	-4
O=C(COc1ccccc1)NC1CCCCCCC1	-0.1	0.5	-10	6	0.4	3	-11	1	12	-4
O=C1c2ccc([N+](=O)[O-])cc2NC(c2ccco2)N1/N=C/c1ccco1 (stereo not given)	i	1.5	i	-9	0.3	1	-1	-3	-8	-1
CC1CCC(C(C)C)C(OC(=O)C[n+]2cccc(C(N)=O)c2)C1 (stereo not given)	-3.4	/	-20	-1	0.1	5	-1	-1	-12	1
COc1ccc(-n2nc(C(=O)NCC(=O)NCCCN3CCOCC3)c3ccccc3c2=O)cc1	-0.2	0.6	-1	12	0.0	11	0	0	0	-3
CC(=O)N1[C@H](C)C=C[C@]1(Cc1ccccc1)C(=O)NCCc1c[nH]c2ccccc12	i	/	2	20	-1.4	5	-4	-8	17	-3
O=C(CCn1c(=O)oc2ccccc21)Nc1ccc(N2CCOCC2)cc1	i	0.4	-2	2	0.8	5	2	4	9	-1
O=C(Nc1cccc(Cl)c1)N1CCN2C(=O)c3ccccc3C12c1ccccc1 (stereo not given)	12	/	-7	23	0.6	-4	-16	-1	24	4
COc1ccc(/C=C(/C#N)C(=O)Nc2cccc([N+](=O)[O-])c2)cc1C(=O)O	-0.6	-1.5	-11	14	0.6	9	3	-2	4	3
CCOc1ccc(CN2CCC(C(=O)N3CCN(c4ccccc4F)CC3)CC2)cc1OC	-0.2	/	-7	-1	1.0	3	3	-8	15	-4
COc1ccc(-c2c3c(=O)n(C)c(=O)n(C)c3cn2-c2ccccc2O)cc1	0.5	-0.6	4	-12	-0.5	4	9	-3	18	1
O=C(OCc1ccc([N+](=O)[O-])cc1)c1cc([N+](=O)[O-])ccc1N1CCOCC1	1.6	1.5	14	/	1.2	1	9	-4	22	/
COc1ccccc1CC(=O)N1CCN(S(=O)(=O)c2ccccc2F)CC1	-3.2	-1.2	-7	/	-1.3	6	-8	-8	-8	/
Cc1cc(=O)[nH]c(N/N=C2/CCCC/C2=C\c2ccccc2)n1	-0.2	2.2	/	-4	-1.3	-5	4	1	-5	4
C/C(=N\NC(=O)c1ccc(C(=O)N/N=C(\C)c2ccco2)o1)c1ccco1	-0.3	0.9	/	10	-2.1	0	-15	-3	0	4
CC[C@H](C)Cc1cn([C@@H](CCCCNC(=O)OC(C)(C)C)C(=O)NCCCCCCCCCCC(=O)N2CCN(C(=O)OC(C)(C)C)CC2)nn1	-1.2	-0.3	-9	/	4.9	2	-8	-7	13	/
CCCCc1ccc(NC(=O)N[C@@H](C)C(=O)O)cc1	-0.2	1.6	-6	17	-0.8	0	5	-1	-6	4
O=C(O)CCn1ccnc1-c1ccccc1	/	/	2	-4	-0.2	-11	-1	0	6	-7
COC(=O)C1=C(c2ccccc2)C[C@@H]2CC[C@H]1N2C(=O)NCCNC(C)=O	i	-0.5	-6	/	-1.4	6	-1	-5	2	/
C#CCN(C[C@@H]1[C@@H](OC(=O)NC2CC2)[C@@H](OC(=O)NC2CC2)Cn2c(=O)ccc(=O)n21)S(=O)(=O)c1ccc(C)cc1	-0.4	1.4	/	/	/	5	/	-2	-1	/
CN1CCN(C(=O)c2cc3ccccc3[nH]2)CC1	0.3	0.5	-11	-16	4.5	-15	7	5	-2	-1
O=C(Cn1ncc2c3ccccc3n(Cc3ccc(F)cc3)c2c1=O)N1CCC2(CC1)OCCO2	0.5	/	-5	26	?	4	-5	-4	33	-1
COCCNC(=O)CSc1nc(N)c(NC(=O)c2ccccc2F)c(=O)[nH]1	i	/	-8	0	1.2	-3	4	0	-4	-1
Cn1cccc1C1CCCN1CC(=O)Nc1ccc(C(N)=O)cc1 (stereo not given)	i	1.2	-3	/	0.8	4	-6	0	1	/
O=c1cc(CN2CCN(Cc3ccc(F)cc3)C(CCO)C2)[nH]c2ccccc12 (stereo not given)	-0.4	1.3	-4	10	1.1	4	4	-2	4	-2
CCOc1ccccc1N1CN(C2CCCCC2)CNC1=S	-0.4	1.6	-1	13	/	12	3	?	-3	-2
Cc1ccc(N2C(=O)N(CC(=O)Nc3ccc(C)cc3[N+](=O)[O-])C(=O)C2C)cc1 (stereo not given)	1.7	1.8	19	/	3.6	4	-6	-3	16	/
NC(=O)c1ccccc1NC(=O)COc1ccc(Cl)cc1	i	0.7	-2	11	0.6	13	-8	6	-4	-5
O=C(COC(=O)/C=C/C(=O)OCC(=O)NC12CC3CC(CC(C3)C1)C2)NC12CC3CC(CC(C3)C1)C2	-0.4	/	-11	13	-1.4	-3	-1	1	3	-1
COc1ccc(OC)c(-n2c(C)cc(C=O)c2C)c1	2.7	-0.1	1	2	-0.3	8	2	-1	2	7
CC(C)(C)C1CCC(OCC(O)CN2CCN(c3ccccc3)CC2)CC1 (stereo not given)	0.3	/	-9	25	-0.8	3	-7	-4	33	0
COc1ccc(S(=O)(=O)N2CCN(CC(=O)NC(C)c3cccs3)CC2)cc1 (stereo not given)	-6.1	0.3	/	/	/	-12	/	-3	16	/
COc1ccccc1CNC(=O)Cc1csc(NC(=O)Nc2ccccc2OC)n1	-0.8	-1.2	-3	/	1.2	-2	-6	/	-4	/
CC(NC(=O)COC(=O)CCNC(=O)c1ccco1)C12CC3CC(CC(C3)C1)C2 (stereo not given)	7.2	/	-21	-3	0.5	-9	3	-3	10	-5
CCC(C)N(CCNC(=O)c1ccc(NC2=NC3CS(=O)(=O)CC3S2)cc1)Cc1ccco1 (stereo not given)	-0.2	-6.9	-9	9	0.1	-1	-2	-1	6	-5
CSC[C@H]1CN(c2ccccc2)C(=O)[C@@H]1CC(=O)Nc1ccccc1	-0.4	-1.2	/	/	/	8	/	5	0	/
Clc1ccc2nc(-c3ccccc3)c(Cc3ccccc3)n2c1	-0.6	3.3	/	/	/	-8	/	1	45	/
COc1cc(-c2cc(C(=O)Nc3ccccc3N3CCOCC3)c3ccccc3n2)cc(OC)c1OC	-0.7	-0.1	-17	26	0.3	-12	-6	-2	-1	3
COC(=O)c1ccccc1NC(=O)NC1CC1	-0.2	-0.5	-9	21	-0.9	4	-2	1	2	4
CC(C)C[C@H](NC(=O)OC(C)(C)C)C(=O)N1CCC(C(=O)O)CC1	-0.7	/	-7	25	-0.6	13	1	-6	0	0
CN(C)C=NC(=O)c1cccn1-c1ncc(C(F)(F)F)cc1Cl	0.5	1.5	-5	13	-0.7	1	6	-6	0	-2
CC(C)c1cc(C(=O)N/N=C/c2ccoc2)c(O)c(C(C)C)c1	-0.6	1.7	/	48	18	1	-2	-5	-1	5
C/C(=N\Nc1ccc([N+](=O)[O-])cc1[N+](=O)[O-])c1cccnc1	-2.2	0.2	/	-16	-0.2	-2	-8	7	-3	0
COc1cccc2cc(C(=O)NCCc3ccccc3)oc12	i	2.5	-5	14	-0.4	0	-9	-1	11	3
O=C(CCCc1ccccc1)N1CCN(c2ccc([N+](=O)[O-])cc2)CC1	-0.3	/	3	30	-0.5	5	-1	-3	17	1
CC1CCCCN1C(=O)c1cc2nc(-c3ccccc3)cc(-c3ccccc3)n2n1 (stereo not given)	-0.2	/	-39	22	5.6	-1	-10	2	-6	3
O=c1[nH]c(CSc2ccccn2)nc2ccccc12	-0.2	-2.3	0	10	-1.3	-8	-7	-1	-4	-2
FC(F)(F)c1nc(-c2ccccc2)ncc1-c1nnnn1-c1ccccc1	i	-1.3	-21	0	2.0	-5	-5	-4	14	5

Bioassay records as filed in PubChem.
